S1P4 antag: blocks the human S1P4 receptor; S1P4-expressing cells, antagonist mode, reporter read-out; inhibition, % at 4.98 µM; hit rate 0.26% among 220,000; in the data active = inhibition above about 29%;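 also: 0% = wells stimulated with agonist and 100% = vehicle wells without agonist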
Runt-CBFb FRET: inhibitors of human RUNX1 Runt domain binding to CBFb. Q01196+Q13951. Cerulean-Runt/Venus-CBFb FRET ratio 530/480, 1 h. inhibition, % at 20 µM. hit rate 0.46% among 220,000;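 active = inhibition over about 50% at 20 µM in the single-dose screen, limit read from the data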;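 also: 0% = DMSO wells and 100% = excess unlabeled CBFb competitor control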
Target sequence (Q01196 whole entry, looked up, the tested form may be a part): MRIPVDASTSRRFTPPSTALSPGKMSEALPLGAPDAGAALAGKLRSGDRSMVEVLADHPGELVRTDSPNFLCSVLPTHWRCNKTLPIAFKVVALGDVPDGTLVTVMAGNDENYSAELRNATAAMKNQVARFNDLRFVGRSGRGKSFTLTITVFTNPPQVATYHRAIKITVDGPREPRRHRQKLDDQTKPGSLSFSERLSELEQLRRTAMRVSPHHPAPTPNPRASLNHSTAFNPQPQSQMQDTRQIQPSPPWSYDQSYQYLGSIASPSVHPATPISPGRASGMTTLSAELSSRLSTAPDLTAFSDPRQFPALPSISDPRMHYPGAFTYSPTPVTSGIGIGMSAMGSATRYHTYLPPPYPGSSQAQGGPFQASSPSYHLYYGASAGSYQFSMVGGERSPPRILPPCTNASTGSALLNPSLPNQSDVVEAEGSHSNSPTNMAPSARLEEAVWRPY
Target sequence (Q13951 whole entry, looked up, the tested form may be a part): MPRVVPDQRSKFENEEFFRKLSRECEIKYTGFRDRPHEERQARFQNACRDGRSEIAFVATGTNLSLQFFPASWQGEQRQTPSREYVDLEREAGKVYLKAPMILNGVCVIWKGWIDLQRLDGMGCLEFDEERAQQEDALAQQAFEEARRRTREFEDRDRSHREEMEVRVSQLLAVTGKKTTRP
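Measured by: fluorescence energy transfer, 422 nm excitation, 530/480 nm emission; Assay system: Cerulean-Runt domain; Medium: Tris pH 7.5 buffer with BSA; Measure: loss of energy transfer signal; Controls: 5 µM unlabeled CBFb as full-inhibition high control; Incubation: protein complex preformed 1 h, compound exposure 1 h, room temperature, dark.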
Ba/F3 V617F tox: loss of viability in JAK2V617F-driven Ba/F3 cells; Ba/F3 EpoR-JAK2V617F viability, ATP luminescence; inhibition, % at 5.6 µM; hit rate 1.1% among 220,000;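 active = inhibition above the campaign mean plus 3 SD over all tested compounds, cut at about 24% in these data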;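 also: cytokine-independent growth of Ba/F3 cells driven by EpoR plus mutant JAK2; 0% = DMSO-treated cells and 100% = JAK inhibitor I control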
NPY-Y1 antag: NPY-Y1 (human) receptor antagonism | P25929 | HEK293-CNG Y1 cells, membrane potential fluorescence; NPY at EC95, then isoproterenol | inhibition, % at 3.6 µM | hit rate 1% among 200,000;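 active = inhibition above the campaign mean inhibition of all tested compounds plus 3 SD, cut at about 20% in these data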;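 also: 0% = DMSO wells given NPY plus isoproterenol and 100% = isoproterenol alone without NPY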
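Assay system: HEK293 cells with Y1 receptor plus CNG channel | Probe or stimulus: NPY (25 nM), isoproterenol (1 µM), Ro 20-1724 (25 µM) | Timing: Compound incubation 1 h at room temperature, readout 45 min post-stimulation | Measured by: Membrane-potential fluorescent dye readout | Benchmarks: High control isoproterenol alone, low control NPY with isoproterenol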
NPY2 pot ag: potentiates or activates human NPY-Y2 receptor; P49146; cells expressing NPY-Y2, potentiator/agonist read-out; activation, % at 3.6 µM; hit rate 0.45% among 220,000; AID 1359; in the data active = activation above about 27%;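 also: cells stimulated with NPY near EC25 plus isoproterenol at EC100; 0% = vehicle plus submaximal agonist and 100% = vehicle plus saturating agonist; some results beyond the cut were filed as inactive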
Target sequence (P49146 whole entry, looked up): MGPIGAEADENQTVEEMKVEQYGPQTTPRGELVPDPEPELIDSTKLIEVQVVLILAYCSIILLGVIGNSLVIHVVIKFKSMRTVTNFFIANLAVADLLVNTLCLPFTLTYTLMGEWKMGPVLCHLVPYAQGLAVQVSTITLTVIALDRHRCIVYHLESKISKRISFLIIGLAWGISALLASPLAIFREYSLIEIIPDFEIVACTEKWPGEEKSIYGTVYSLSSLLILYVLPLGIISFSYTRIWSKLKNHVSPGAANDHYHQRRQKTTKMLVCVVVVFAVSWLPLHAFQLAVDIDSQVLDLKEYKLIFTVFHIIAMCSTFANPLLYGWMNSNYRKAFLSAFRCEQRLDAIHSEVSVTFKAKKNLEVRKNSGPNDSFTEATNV
S1P4 agonist: activates the human S1P4 receptor; O95977; S1P4-expressing cell line, agonist reporter assay; activation, % at 4.98 µM; hit rate 0.35% among 220,000; in the data active = activation above about 11%;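 also: 0% = DMSO vehicle and 100% = reference agonist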
RBBP9 inhibitor: inhibitors of human serine hydrolase RBBP9 | O75884 | recombinant RBBP9, FP-Rh probe fluorescence polarization | inhibition, % at 7.94 µM | hit rate 0.2% among 220,000;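 active = inhibition above the campaign mean of all tested compounds plus 3 SD, cut at about 14% in these data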;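 also: plate controls were DMSO wells with RBBP9 for no effect and wells lacking RBBP9 protein for full effect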
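System: RBBP9 protein | Quantity: 2.5 µM RBBP9 dispensing solution, before mixing | Reagent: FP-Rh probe, 375 nM dispensing solution | Timing: Enzyme-compound preincubation 30 min, then probe labeling 45 min, 25 °C | Measured by: Fluorescence polarization | Read-out: % inhibition | Replication: One well per compound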
NPY1 pot ag: human NPY-Y1 potentiation or agonism, primary screen; activation, % at 3.6 µM; P25929; NPY-Y1 expressing cells, potentiator/agonist activation; AID 1304; hit rate 0.37% among 220,000; in the data active = activation above about 33%, passing the limit was not always enough;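 also: cells stimulated with NPY at EC10 then isoproterenol at EC100; 0% = low agonist plus stimulus and 100% = saturating agonist plus stimulus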
BaF3 tox: parental Ba/F3 viability inhibition as JAK2V617F counter-screen. hit rate 1.1% among 220,000. CellTiter-Glo ATP luminescence. inhibition, % at 5.6 µM;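 active = inhibition above a per-campaign cutoff, the mean inhibition of all tested compounds plus 3 SD, cut at about 27% in these data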;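 also: 0% = DMSO wells and 100% = JAK Inhibitor I control wells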
Active calls of the source: *; nt = not tested or not shown.

SMILES	S1P4 antag	Runt-CBFb FRET	Ba/F3 V617F tox	NPY-Y1 antag	NPY2 pot ag	S1P4 agonist	RBBP9 inhibitor	NPY1 pot ag	BaF3 tox
CC(C)c1ccc(N(C(=O)C(F)(F)F)C(C(=O)NC2CCCCC2)c2ccncc2)cc1 (configuration not stated)	0.3	-5.3	0.8	-2.6	-4.0	1.9	-1.0	5.5	3.6
COc1cccc(NC(=O)COC(=O)c2ccccc2F)c1	-8.7	2.0	-1.9	0.8	2.6	0.0	-9.6	22.4	5.5
O=C(CSc1nnc(-c2ccccc2)n1-c1ccc(Cl)cc1)NC1CCS(=O)(=O)C1 (configuration not stated)	-3.0	-0.7	-0.3	4.6	0.3	2.6	-2.6	-2.3	4.0
COc1ccc(C(=O)COc2ccc3ccc(=O)oc3c2)cc1	-3.9	-1.9	-1.2	nt	19.1	0.5	-10.4	12.8	1.4
Cc1cc(C)c(C#N)c(OCC(=O)c2ccc(Br)cc2)n1	5.9	-0.2	1.8	1.9	-27.8	-0.9	-4.0	8.6	10.1
CCOc1ccc(CNC(=O)c2ccc(Sc3ccc(Cl)cc3)c(NC(C)=O)c2)cc1OC	-12.1	-3.5	1.5	-1.5	-17.7	-0.3	-4.5	-27.5	4.2
Cc1ccc(S(=O)(=O)N2CCN(C(=O)c3cc(=O)c4ccccc4o3)CC2)cc1	-18.5	-0.1	0.5	-5.0	7.6	-0.4	-7.6	-1.3	2.1
CCOC(=O)N/N=C/c1ccc(C)o1	-10.0	-1.4	0.7	1.3	9.6	4.1	-4.0	5.7	3.5
O=c1cc(CO)oc(CN2CCN(c3cccc(C(F)(F)F)c3)CC2)c1O	12.9	-1.1	-1.2	-4.5	7.8	1.3	-8.3	-40.4	1.2
Cc1nc2oc3c(NCc4ccccn4)ncnc3c2c2c1COC(C)(C)C2	-25.9	-1.5	3.4	-1.5	-0.5	0.4	-9.8	-3.8	6.1
CN(CC(=O)O)c1ccc(C(F)(F)F)cc1[N+](=O)[O-]	-15.5	-1.6	-2.5	-4.7	-14.3	0.2	-2.5	-12.4	2.7
COc1cc(S(=O)(=O)NCc2cccnc2)c(OC)cc1Br	-2.2	-4.2	-1.2	1.4	-12.5	-2.7	3.1	-13.3	1.8
C/C=C/C(=O)N1c2ccccc2C(C)=CC1(C)C	-7.5	-12.3	3.0	5.8	-15.3	-1.4	-11.6	-16.9	10.0
Cc1ccc(NC(=S)NNC(=O)c2ccc(N3CCOCC3)c([N+](=O)[O-])c2)cc1Cl	-6.2	-0.5	2.2	11.8	-30.0	-0.2	-15.6	-53.1	1.3
COc1ccccc1Nc1nc(N)nc(CSc2nc(C)cc(C)n2)n1	0.6	-0.2	0.1	4.8	1.7	1.7	-5.3	-1.2	0.2
COc1ccc(CCN(C)C2CC(=O)N(c3ccccc3)C2=O)cc1OC (configuration not stated)	-12.1	-0.5	-4.2	nt	7.5	-0.7	8.4	19.9	-3.7
CN(CC(=O)NCCc1ccccc1)S(=O)(=O)c1ccc(Br)cc1	4.0	0.2	-1.1	-1.5	1.6	-0.4	14.7*	-12.8	2.6
COc1ccc2c(c1)CCc1c(C(=O)NCCN3CCOCC3)noc1-2	-17.0	1.2	0.9	-2.8	7.7	1.3	-6.2	1.5	2.5
Cc1ccccc1N/N=C1\CCCNC1=O	0.8	-6.8	-3.9	7.3	16.9	0.6	-3.6	3.9	-1.2
Cc1ccc(/C=C2/NC(=O)N(Cc3ccccc3F)C2=O)o1	-4.6	22.0	-1.2	-0.2	11.2	-0.2	-0.2	-9.7	3.2
COc1ccc([N+](=O)[O-])cc1NC(=O)CCN1CCN(c2ccccc2OC)CC1	-16.3	2.2	-0.3	1.5	-7.4	-0.5	6.4	-27.5	3.5
CCOc1cc(/C=C2/C(=N)N3OC(C)=CC3=NC2=O)ccc1OC	-7.7	-1.4	1.6	8.6	3.0	1.0	-8.3	12.3	6.4
COc1ccc(-c2nc(-c3ccncc3)no2)cc1OC	-19.4	0.6	-3.9	-3.5	1.0	-1.1	6.9	25.2	0.3
CCn1c(=O)c(C(=O)NCc2ccc(OC)c(OC)c2)c(O)c2ccccc21	-12.9	-13.5	-2.7	-0.6	8.5	-0.5	-1.9	-2.3	0.1
O=C1c2ccc(Oc3ccc4c(c3)C(=O)N(CCCCO)C4=O)cc2C(=O)N1CCCCO	-2.4	1.1	-0.5	-3.3	-26.3	1.1	-3.8	1.0	2.8
Cc1nn(-c2ccccc2)c2ncc(C(=O)c3cc(Cl)ccc3O)cc12	-1.2	-1.7	-1.6	-1.1	5.4	0.3	-6.0	14.5	5.0
c1ccc(C2OCC3(CO2)COC(c2ccccc2)OC3)cc1 (configuration not stated)	-1.6	-1.6	-2.9	9.3	-4.2	-1.1	-7.5	0.1	6.2
N/C(=N\OC(=O)CCC1CCCC1)c1ccccc1	11.5	0.5	2.4	-0.2	-14.4	-2.5	-4.8	23.5	3.8
Cn1cccc1/C=N/NC(=O)c1ccccn1	14.2	4.0	2.7	nt	-13.3	-0.7	-6.1	-19.0	1.1
Cc1ccc(NC(=O)Nc2cc(-c3ccccc3)nn2C)cc1Cl	-14.7	2.8	-1.8	nt	-7.5	0.8	-15.0	-0.5	-1.9
CCCc1cc(C(=O)Cc2ccc(F)cc2)c(O)cc1O	2.8	-1.5	2.6	-4.8	3.7	4.4	-7.4	-1.9	4.6
Cc1ccc(C(=O)NCCNC(=O)c2ccccc2)cc1	3.4	2.6	-0.4	4.9	2.8	-0.7	-4.5	15.3	-1.5
Nc1ncnc(Oc2cccc3cccnc23)c1[N+](=O)[O-]	-2.3	-1.0	-0.6	1.6	-21.2	0.2	-2.1	-0.9	6.9
FC(F)(F)c1cc(-c2cccs2)nc2cc(-c3ccccc3)nn12	1.6	1.7	-2.2	-0.2	6.4	-0.5	-4.4	-16.7	5.0
Cc1ccc(N2CSC3=C(C#N)C(c4cccs4)CC(=O)N3C2)cc1 (configuration not stated)	-10.4	19.0	-2.4	-1.6	1.9	-2.3	2.3	6.3	9.9
CCCN(CCC)C(=O)COc1cc(=O)n(CC)c2ccccc12	-12.7	1.5	-2.7	2.0	9.6	1.7	-1.3	-0.5	2.0
O=C(CSc1nc2cc(Cl)ccc2s1)c1cc2ccccc2o1	-17.2	15.0	-2.4	5.1	0.6	0.1	-2.0	-23.9	4.3
CCOC(=O)CN1C(=O)S/C(=C/C=C/c2ccc(N(C)C)cc2)C1=O	-11.4	-14.5	-1.2	10.1	5.9	-1.7	-15.5	7.1	3.5
C=CCOc1nc2c(c(=O)n(Cc3ccc(Cl)c(Cl)c3)c(=O)n2C)n1C	-4.9	nt	-1.4	7.7	8.2	1.5	-6.5	-5.0	-3.6
CCC/C=C(\CCC)C(NC(=O)Cc1ccccc1)c1ccc(C(=O)OC)cc1 (configuration not stated)	4.7	-4.4	0.2	26.8*	-5.6	0.9	-0.5	-19.1	6.6
Cc1c(-c2ccccc2)nc2ccccc2c1C(=O)O	-11.3	1.2	-1.5	10.8	-6.6	-1.2	6.3	-0.2	5.0
O=S(=O)(N/N=C/c1cn(Cc2ccccc2)c2ccccc12)c1ccccc1	3.0	0.1	0.6	-8.2	-17.8	-2.2	-4.2	11.5	10.4
Cc1onc(-c2ccccc2Cl)c1C(=O)NC(=S)Nc1ccccc1F	-14.2	1.6	-1.6	-4.6	2.2	2.4	1.4	-1.9	5.4
CC(=O)Nc1ccc(Nc2ccc3nonc3c2[N+](=O)[O-])cc1	1.2	0.9	-1.7	1.9	5.3	0.4	-1.3	8.3	0.1
O=C(Cn1cnc2c(nnn2Cc2ccc(F)cc2)c1=O)NCc1ccc(F)cc1	-3.7	-1.2	0.5	3.8	8.5	0.5	-10.3	-3.9	7.2
COc1ccc(Nc2cc(C(=O)NCCCN3CCN(C)CC3)c3ccccc3n2)cc1	-8.4	-2.6	3.6	-2.5	-23.3	0.2	-6.8	16.3	7.9
Cc1cccc(NC(=O)c2cc([N+](=O)[O-])ccc2NCC2CCCO2)n1 (configuration not stated)	-11.7	-1.4	3.9	-1.3	-0.3	1.4	0.2	-3.6	6.6
COc1ccc2nc3oc(C(=O)N4CCCCC4)cc3cc2c1	-3.4	-1.6	0.6	-3.2	14.9	1.6	-1.0	6.1	6.4
CCOc1ccc(NC(=S)NNC(=O)c2cc(Br)ccc2Cl)cc1	1.1	2.9	-6.0	9.2	-22.0	0.6	-9.2	-22.9	0.9
O=C(Nc1ccc2c(c1)CCC2)c1cc(S(=O)(=O)Nc2ccc(F)cc2)c(Cl)cc1Cl	-1.5	-0.3	-0.8	6.8	6.3	1.2	-1.7	6.0	5.2
Cc1csc(SCC(=O)N2CCN(S(=O)(=O)c3ccccc3)CC2)n1	-11.2	-3.4	1.0	2.7	9.7	2.8	-5.6	24.5	5.6
O=[N+]([O-])c1ccccc1Nc1ccc(O)cc1	-4.2	-0.1	-2.3	-7.8	13.0	-1.0	4.0	26.8	-1.6
N#Cc1c(-c2ccccc2)c(-c2ccccc2)n(Cc2ccco2)c1NC(=O)c1cccs1	-2.6	-0.7	0.9	-3.3	19.9	1.5	-18.8	43.8	3.3
N=c1c2ccccc2nnn1-c1cccc(C(F)(F)F)c1	-3.7	2.3	-3.3	4.5	-8.2	-0.6	-2.9	13.4	-2.1
CC(C)C[C@H](NC(=O)c1nc[nH]c1C(=O)N(C)Cc1ccccc1)C(=O)OC(C)(C)C	-4.1	7.6	1.5	-8.0	25.7	0.1	-3.7	15.4	1.2
CC1(C)CC(=O)C2=C(C1)Nc1cc3c(cc1C2c1ccc(F)cc1)OCO3 (configuration not stated)	-2.4	-5.3	-2.5	-1.5	28.8	-0.9	-11.5	2.1	2.4
CSc1cccc(NC(=O)OC2CCCCCCCCCCC2)c1	13.3	2.6	-4.5	nt	0.7	0.2	-8.3	-0.8	-0.4
COc1ccc(OC)c(S(=O)(=O)Nc2ccc(C)c(C)c2)c1	4.0	1.5	-1.4	-5.1	0.1	-0.2	-4.5	6.8	5.1
Cc1cc(O)c(C(C)C)cc1NC(=O)c1ccc(Cl)cc1	-16.9	1.3	2.1	-3.5	14.2	0.6	1.0	11.1	-0.3
COc1ccc(-c2cc(C(F)(F)F)n3nc(C(=O)O)nc3n2)cc1	-6.7	1.7	2.7	-0.6	-3.9	2.6	-7.4	-6.6	1.1
COc1ccc(/C=C/C(=O)OC2CCCN(C)C2)cc1 (configuration not stated)	-12.3	0.3	6.5	-0.9	-17.8	-2.0	-1.4	-0.6	9.8
C/C=C/c1ccc(OCC(=O)OCc2csc(Nc3ccc(C)cc3)n2)c(OC)c1	-14.2	-3.6	2.0	2.8	-10.2	0.6	-6.2	-3.8	8.2
